GLP1R cytotox: cytotoxic in the GLP-1 receptor inverse agonist counter-screen; HEK293 cAMP-luciferase reporter cells, luminescence, 24 h; Potency, µM (titrated, usually from 38.3 µM), for inactives: at the highest dose activity change, negative = inhibition, actives largely listed as inhibitors; 0.13% of 410,000 active;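 note: loss of luciferase light is scored as toxicity; potency is the fitted concentration of half-maximal effect; % is set by controls: 0 for no effect and ±100 for the full control effect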
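MLSMR compounds, 24 hr on cells at 37 deg C/5% CO2; luminescence after luciferase reagent (12 min RT). Inhibition counted as the undesired cytotoxic outcome.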
GLP1R inv ag: acts as inverse agonist at human GLP-1 receptor | P43220 | HEK293 GLP-1R CRE-luciferase, luminescence, 24 h; GLP-1R form is constitutively active | Potency, µM (doses to about 38.3 µM), for the others: at the highest dose activity change, negative = inhibition, actives largely listed as inhibitors | 1.6% of 410,000 active; note: potency is the fitted concentration of half-maximal effect; % is set by controls: 0 for no effect and ±100 for the full control effect; nearly all actives have a fitted effect of over 55% in size
Target sequence (P43220 whole entry, looked up): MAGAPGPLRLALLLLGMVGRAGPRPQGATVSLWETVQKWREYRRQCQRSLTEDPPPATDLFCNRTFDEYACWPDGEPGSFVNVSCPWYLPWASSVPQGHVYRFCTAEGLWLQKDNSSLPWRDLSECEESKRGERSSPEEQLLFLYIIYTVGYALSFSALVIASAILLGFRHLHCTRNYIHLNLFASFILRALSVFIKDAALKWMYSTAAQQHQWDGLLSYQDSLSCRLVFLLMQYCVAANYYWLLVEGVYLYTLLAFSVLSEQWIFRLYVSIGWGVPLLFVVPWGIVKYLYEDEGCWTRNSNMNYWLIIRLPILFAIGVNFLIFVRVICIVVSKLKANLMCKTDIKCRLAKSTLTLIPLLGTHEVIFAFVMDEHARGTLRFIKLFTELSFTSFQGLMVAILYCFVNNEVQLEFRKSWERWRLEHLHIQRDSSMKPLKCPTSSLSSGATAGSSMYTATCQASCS
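GLP-1R inverse agonism mode: basal reporter luminescence in engineered HEK293 cells measured after one day of compound exposure at 37 deg C, with a 12 min room-temperature detection step.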
D3 antag: blocks the human D3 dopamine receptor; P35462; D3R cells, DiscoveRx beta-arrestin luminescence, antagonist mode; stronger effect = lower value; max response, negative = inhibition, %; 2.5% of 360,000 active; AID 652054; in the data active = max response below about -50%; inconclusive = no clear call, values can overlap the other calls; note: % is set by controls: 0 for no effect and ±100 for the full control effect; mostly tested at two doses, the higher about 12 µM
Target sequence (P35462 whole entry, looked up): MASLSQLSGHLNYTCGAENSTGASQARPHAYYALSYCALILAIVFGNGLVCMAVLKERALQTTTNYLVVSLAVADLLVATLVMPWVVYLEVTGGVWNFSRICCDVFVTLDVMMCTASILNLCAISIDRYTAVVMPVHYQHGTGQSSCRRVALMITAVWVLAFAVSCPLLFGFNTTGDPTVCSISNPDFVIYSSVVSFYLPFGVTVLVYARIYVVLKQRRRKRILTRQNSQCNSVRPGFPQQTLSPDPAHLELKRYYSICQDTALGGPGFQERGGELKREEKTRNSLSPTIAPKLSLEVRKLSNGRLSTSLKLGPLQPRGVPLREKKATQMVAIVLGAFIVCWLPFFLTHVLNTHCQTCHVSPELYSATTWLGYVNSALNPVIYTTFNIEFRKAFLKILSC
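Cells expressing the human receptor were seeded at 1500 cells/well, incubated overnight at 37 degrees C in 5% CO2, then exposed to library compounds with dopamine controls for 90 minutes at 37 degrees C before luminescent detection.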
GLP-1R agonist: GLP-1 receptor (human) agonism. HEK293 GLP-1R CRE-luciferase, luminescence, 4-6 h; cells express a hypersensitive GLP-1R form. Potency, µM (doses to about 45.6 µM), for inactives: at the top dose activation, hits mostly activators. 0.007% of 380,000 active. AID 624172; note: potency is the fitted concentration of half-maximal effect; % of control where 0% means no effect
TDP43 rescue: inhibitors of TDP-43 toxicity in yeast; TDP-43 expressing yeast growth rescue, BacTiter-Glo, 24 h; Potency, µM (highest dose often 46.1 µM), inactives show at the top dose growth rescue (activation), hits mostly activators; 1.8% of 410,000 active; AID 652104; note: potency is the fitted concentration of half-maximal effect; % of control where 0% means no effect; nearly all actives have a fitted effect of over 50% in size
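Readout is BacTiter-Glo luminescence of cell growth, so inhibitors register as activators. TDP-43-expressing yeast at OD600=0.02 in galactose medium, after raffinose pregrowth to mid-log, were incubated with compound for 24 hr at 30 deg C.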
aSyn yeast inh: rescues yeast growth from alpha-synuclein toxicity | Yeast expressing alpha-synuclein, growth rescue, BacTiter-Glo, 24 h | Potency, µM (top dose mostly 46.1 µM), without a hit: top-dose growth rescue (activation), usual class: activators | 0.14% of 370,000 active | AID 652106; note: potency is the fitted concentration of half-maximal effect; % of control where 0% means no effect; nearly all actives have a fitted effect of over 65% in size
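Rescue of yeast growth: cells expressing toxic alpha-synuclein, induced in galactose at OD600 0.02, incubated with compound 24 h at 30 C. ATP luminescence quantified growth; inhibitors of toxicity appear as activators.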
KB-V1 MDR tox: kills drug-selected multidrug resistant KB-V1 cells; KB-V1 MDR cells viability, CellTiter-Glo, 72 h; AID 1347076; Potency, µM (doses to about 46.1 µM), for the others: at the top dose activity change, negative = cytotoxicity, usual class: cytotoxic; 3.4% of 400,000 active; note: potency is the fitted concentration of half-maximal effect; % is set by controls: 0 for no effect and ±100 for the full control effect; nearly all actives have a fitted effect of over 60% in size
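Potencies derive from concentration-effect curves fitted to normalized luminescence (CellTiter-Glo) of KB-V1 cells treated for 72 h at 37 degrees C in phenol-red-free DMEM containing 10% FBS.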
PTHR1 ag: activates the human parathyroid hormone receptor PTHR1. Q03431. HEK293 GP2 PTHR1 cells, GloSensor cAMP luminescence, 1 h. Potency, µM (doses to about 115 µM), inactives show at the highest dose activation, hits mostly activators. 0.075% of 410,000 active. AID 743266; note: potency is the fitted concentration of half-maximal effect; nearly all actives have a fitted effect of over 55% in size; some results filed as inactive show a strong effect at the top dose; inactives centre near -15; many of its hits are not listed in these tables
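HEK-293-derived GP2 cells expressing PTHR1 and a GloSensor cAMP reporter, 3,000/well, plated overnight, given luciferin plus IBMX (each 0.5 mM as added) for 1 h at 37 °C, then compound for 1 h at 37 °C. Luminescence was read after 15 min at room temperature.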
D3 ag: agonists of human D3 dopamine receptor; P35462; D3R DiscoveRx beta-arrestin cells, luminescence, 90 min; max activation, %; 0.58% of 410,000 active; in the data active = max activation above about 30%; note: 0% is about no effect; mostly tested at two doses, the higher about 12 µM
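Cells at 1500/well, incubated overnight, then treated with pinned compounds (dopamine as control) for 90 min at 37 degrees C. DiscoveRx reagent added for 30 - 60 minutes at room temperature; luminescence read.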
* hit, by the source's call; i = inactive; ? = inconclusive; nt = no result given; & = joins results of further samples; [ ] = remark or other dose. Unless noted, calls come from the whole dose curve; as a rule, active = well fitted curve in the direction sought with a large enough effect; inconclusive = small, poorly fitted or top-dose-only effect, or another doubt; inactive = no such curve, though single readings can be large; an effect the other way counts as inactive or inconclusive. An excerpt. The share of hits here may be higher or lower than overall.

SMILES	GLP1R cytotox	GLP1R inv ag	D3 antag	GLP-1R agonist	TDP43 rescue	aSyn yeast inh	KB-V1 MDR tox	PTHR1 ag	D3 ag
Cc1c2cc(O)c(=O)cc-2oc2cc(O)c(O)cc12	?	0%	-11	-4%	-24%	-46%[inhibitor]	?	?	4
COc1ccc(NC(=O)N2CCC(c3nc(-c4cccs4)no3)CC2)cc1	-16%	-30%	14	1%	6%	8%	6.5µM*	-96%[inhibitor]	5
CCCCOC(=O)c1cc(-c2ccc(/C=N/n3cnnc3)o2)ccc1Cl	15%	0%	49	0%	?	19%	18µM*	-3%[57.5 µM]	2
O=S(=O)(c1cccs1)n1nnc2ccccc21	13%	5%	0	-1%	14%	2%	1%	i	5
O=C(O)c1ncc(-c2ccccc2)cn1	7%	?	-8	-5%	-2%	2%	-18%	-9%	2
Cc1ccc(S(=O)(=O)n2nccc2-c2c(-c3ccccc3)noc2C)cc1	0%	?	3	14%	-13%	1%	?	-30%[inhibitor]	-4
Cn1c(C(=O)NCc2ccc(F)cc2)cc2c(=O)n(C)c3ccccc3c21	-3%	5%	nt	-1%	-12%	nt	-28%	-16%	0
Cc1ccc(-n2c(C)cc3c2CCCC3=O)cc1	-12%	0%	5	2%	-9%	?	0%	i	5
CC[C@@H](C)C(C(=O)N1CCN(C(=O)OC(C)(C)C)CC1)n1cc(-c2cn([C@@H](C)C(=O)N3CCN(C(=O)OC(C)(C)C)CC3)nn2)nn1 (stereo partly specified)	2%	8%	13	-6%	1%	4%	-20%	5%	6
c1cc2c(cc1-c1csc(NNC3=NCCCCC3)n1)OCCO2	-29%	-23%	-9	7%	21%	1%	-9%	-94%[inhibitor]	0
O=C(CCS(=O)(=O)c1ccccc1Cl)NC1CCCCCC1	-11%	25%	1	1%	15%	-1%	1%	i	1
O=C(NC1CCCC1)C(c1ccco1)N(Cc1ccccc1)C(=O)c1csnn1 (stereo unspecified)	-13%	0%	21	-3%	12%	1%	13µM*	i	-4
Cc1ccc2c(c1)CCCO[C@]21O[C@H](CCO)C[C@H](O)[C@H]1O	5%	23%	-14	1%	7%	-7%	1%	-9%	-10
CS(=O)(=O)c1ccc(SCC(=O)NC2CCS(=O)(=O)C2)c([N+](=O)[O-])c1 (stereo unspecified)	2%	4%	-5	0%	-35%[inhibitor]	-4%	-3%	i	6
Cc1ccc(F)cc1NC(=O)CSc1n[nH]c(N)n1	2%	21%	15	-5%	25%	0%	-18%	i	4
C/C(=N\NC(=O)c1cccc(S(=O)(=O)N2CCOCC2)c1)c1ccc(O)cc1	2%	-5%	-1	3%	13%	2%	0%	0%	-2
Cc1c(/N=C/c2ccco2)n(Cc2ccccc2)c2ccccc12	-8%	0%	0	1%	-4%	-8%	17%	-4%[57.5 µM]	-7
COc1ccc2c(CC(=O)Nc3c(C)n(C)n(-c4ccccc4)c3=O)coc2c1	-1%	13%	-1	9%	1%	-2%	?	i	6
CC(=O)c1ccc(S(=O)(=O)NCC2(N3CCOCC3)CCCCC2)cc1	-5%	5%	10	-5%	11%	-3%	20%	-13%	-2
O=c1[nH]c(=S)c2ncn(-c3ccccc3)c2[nH]1	-6%	-3%	?	4%	-11%	-7%	?	i	-2

Limited to GLP1R inv ag and GLP-1R agonist, for two of the compounds above:
Structure | GLP1R inv ag | GLP-1R agonist
O=C(NC1CCCC1)C(c1ccco1)N(Cc1ccccc1)C(=O)c1csnn1 (stereo unspecified) | 0% | -3%
CC(=O)c1ccc(S(=O)(=O)NCC2(N3CCOCC3)CCCCC2)cc1 | 5% | -5%

Carrying on.
SMILES	GLP1R cytotox	GLP1R inv ag	D3 antag	GLP-1R agonist	TDP43 rescue	aSyn yeast inh	KB-V1 MDR tox	PTHR1 ag	D3 ag
Cc1ccc(OCC(O)CN2CCN(CCO)CC2)c(C)c1 (stereo unspecified)	-8%	?	-15	-6%	2%	-6%	15%	-10%	-11
COP(=O)(OC)c1ccc(NCc2cc(O)ccc2O)cc1	-13%	48%[activator]	-11	7%	-30%	8%	26%	-25%	-7
Cc1cc(Br)ccc1NC(=O)CN1C(=O)CCC1=O	19%	0%	8	3%	-17%	-1%	6%	-3%[57.5 µM]	10
O=C(O)CCC(=O)N1CCc2cc(S(=O)(=O)Nc3ccc4c(c3)OCCO4)ccc21	-2%	9%	-11	0%	-6%	0%	-10%	-23%	-6
COc1ccc(OC)c(NC(=O)Cn2ncc3c2-c2ccccc2OC3)c1	7%	15%	nt	nt	?	nt	-10%	15%	4
O=C(CCC(=O)Nc1ccccc1)N/N=C/c1ccncc1	-7%	-11%	-3	4%	-2%	4%	7%	-24%	-11
CC1CCCN(C(=O)c2ccc3c(c2)OCCO3)C1 (stereo unspecified)	4%	7%	2	17%	17%	1%	?	-50%[inhibitor]	1
Cc1ccc(/C=C(\C#N)C(=O)Nc2cccc(Br)c2)o1	0%	1%	nt	nt	?	nt	nt	i	1
COc1cccc(C(=O)N(CN2CCCC2=O)c2ccccc2OC)c1	11%	-8%	-16	6%	20%	1%	-5%	-17%	-2
COCCCNc1nc2c(c(=O)[nH]c(=O)n2C)n1CCCc1ccccc1	-4%	41%[activator]	-5	10%	-7%	0%	-3%	i	-2
O=C(NCCC1=CCCCC1)C1CCN(C(=O)Nc2ccccc2)CC1	6%	-1%	6	-11%	-21%	2%	?	i	-1
CCOc1c(Br)cc(C(N)=O)cc1OCc1ccccc1	6%	?	-21	29%	14%	-1%	-14%	i	10
CC(=O)N(C)c1cccc([N+](=O)[O-])c1	-4%	15%	17	8%	5%	0%	0%	i	-1
CCOc1ccccc1C(=O)Nc1ccc(S(=O)(=O)Nc2ncccn2)cc1	22%	43%[activator]	nt	nt	0%	nt	nt	i	6
O=C(CCCc1ccccc1)NCc1ccc2c(c1)OCO2	18%	?	7	-1%	2%	23%	0%	i	-1
COc1cccc(NC(=O)c2ccccc2Br)c1	4%	1%	90	11%	?	1%	-3%	-3%	1
COc1ccc(-c2n[nH]c(=S)n2Cc2ccccc2)cc1OC	3%	69%[activator]	-3	-1%	26%	6%	15%	-23%	5
COc1ccc(-c2nnc(NC(=O)Cc3ccccc3)o2)cc1	-1%	1%	-6	-5%	15%	1%	-19%	i	-4
CCC(=O)/C=C1/Sc2ccccc2N1CC	-2%	2%	-9	-1%	?	2%	-2%	-27%	-5
CC1=C(C(=O)Nc2ccccn2)C(c2ccc3c(c2)OCO3)C2=C(CC(C)(C)CC2=O)N1 (stereo unspecified)	16%	24%	13	19%	-8%	2%	29%	i	12
Cc1ccccc1CN1CCCOCCS1(=O)=O	8%	6%	23	-1%	12%	-3%	0%&-6%	i	15
O=C(O)c1cc(N/N=C/c2ccc3c(c2)OCO3)ccc1Cl	-7%	?	56	-5%	nt	-1%	28%	-42%[inhibitor]	9
CCOC(=O)c1nnc2ccnn2c1N	7%	2%	7	0%	-15%	-17%	-2%	-1%[57.5 µM]	-8
CN1C[C@@H]2C(c3ccccc3)C3(c4ccc(C#N)cc4)CC2(C3)[C@H]1c1ccccc1 (stereo partly specified)	49%[activator]	-23%	-6	10%	13%	-4%	3%	i	-21
Cc1ccc(-n2c(SCc3ccccc3F)nc3[nH]ncc3c2=O)cc1C	-20%	?	nt	nt	7%	nt	-1%	-6%	3
O=C(c1ccc(S(=O)(=O)N2CCCCC2)cc1)N1CCN=C1SCc1cccnc1	4%	9%	-19	-7%	15%	1%	-10%	-43%[inhibitor]	-4
CCN(CC)C(=O)C(=O)N/N=C/c1ccc(C(=O)OC)cc1	2%	22%	-5	0%	-8%	-3%	-11%	-8%	-20
CCc1ccc(-n2nc(C)c3c(C)cc(=O)n(CC(=O)Nc4ccccc4C(=O)OC)c32)cc1	2%	3%	nt	nt	7%	nt	0%	-12%	0
COC(=O)C1=C(C)C(c2ccc(OC)cc2)NC(=O)N1 (stereo unspecified)	5%	7%	-3	11%	-6%	-5%	-5%	17%	2
COc1cc(C(=O)NCc2cccc3ccccc23)cc(Cl)c1OC	4%	?	-28	-2%	41%	9%	18µM*	i	-5

Among those listed so far, 3 contain fluorine.
SMILES	GLP1R cytotox	GLP1R inv ag	D3 antag	GLP-1R agonist	TDP43 rescue	aSyn yeast inh	KB-V1 MDR tox	PTHR1 ag	D3 ag
Cn1c(C(=O)NCc2ccc(F)cc2)cc2c(=O)n(C)c3ccccc3c21	-3%	5%	nt	-1%	-12%	nt	-28%	-16%	0
Cc1ccc(F)cc1NC(=O)CSc1n[nH]c(N)n1	2%	21%	15	-5%	25%	0%	-18%	i	4
Cc1ccc(-n2c(SCc3ccccc3F)nc3[nH]ncc3c2=O)cc1C	-20%	?	nt	nt	7%	nt	-1%	-6%	3

(listing goes on)
SMILES	GLP1R cytotox	GLP1R inv ag	D3 antag	GLP-1R agonist	TDP43 rescue	aSyn yeast inh	KB-V1 MDR tox	PTHR1 ag	D3 ag
CN1CCN(C(=O)c2cc(Cl)ccc2NC(=O)c2ccc(Cl)cc2Cl)CC1	14%	4%	4	6%	-16%	-1%	nt	-22%	2
Fc1ccc(NC(=S)NCCN2CCOCC2)c(F)c1F	8%	12%	16	0%	27%	-2%	-1%	i	0
O=C(Oc1cccc(Oc2ccccc2)c1)N1CCOCC1	4%	-7%	?	-5%	11%	7%	-6%	i	5
O=C(Nc1cccc(S(=O)(=O)N2CCOCC2)c1)c1cccc(S(=O)(=O)N2CCCCC2)c1	7%	-18%	-1	0%	3%	3%	-14%	-19%	9
Cc1nnsc1C(=O)N1CCCC(C)(C(=O)NS(=O)(=O)C2CC2)C1 (stereo unspecified)	4%	7%	-14	-2%	6%	-10%	3%	i	4
CC(NC(=O)c1ccccc1Cl)c1ccc(-n2ccnc2)cc1 (stereo unspecified)	-17%	31%[activator]	14	-1%	2%	-5%	-11%	i	6
O=C(N=c1ccn(-c2nc3ccccc3nc2NS(=O)(=O)c2ccccc2)cc1)c1cccs1	5%	1%	2	-3%	-16%	0%	4%	22%	-3
COc1ccccc1CNC(=O)CS(=O)Cc1nc(-c2ccc(OC)c(OC)c2)oc1C (stereo unspecified)	0%&7%	27%&37%	10	8%	9%&20%	7%	-7%&2%	?	4&-5

Assay outcomes from PubChem BioAssay.
